From PubChem
LMPTP block: LMPTP (human) inhibition; inhibition, % at 20 µM; 360,000 tested, 0.22% active; recombinant LMPTP-A, OMFP fluorogenic substrate, fluorescence intensity; P24666; AID 651560;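 active = compounds that cut the enzyme signal by at least half of the control window in the single-dose screen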;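 note: plate controls were DMSO wells with enzyme plus substrate for no effect and substrate without enzyme for full effect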
Target sequence (P24666 whole entry, looked up): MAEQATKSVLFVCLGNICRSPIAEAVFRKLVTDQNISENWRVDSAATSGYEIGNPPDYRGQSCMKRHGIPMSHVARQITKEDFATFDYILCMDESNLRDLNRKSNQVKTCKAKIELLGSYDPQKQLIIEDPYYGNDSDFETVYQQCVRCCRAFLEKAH
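Material: LMPTP-A; amount: 0.625 nM enzyme; doses: single 20 µM dose; times: reaction 50 min, room temperature, dark; technique: fluorescence intensity of OMFP turnover product; benchmarks: no-enzyme and uninhibited controls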
NadD inh: NadD (S. aureus) enzyme inhibition. AID 602399. 360,000 tested, 0.78% active. purified NadD enzyme, colorimetric absorbance read-out. inhibition, % at 20 µM; in the data active = inhibition above about 26%; note: some compounds past the cut are filed as inactive
SUMO1-SIM PPI: modulators of human SUMO1-mediated protein-protein interactions. P63165. SUMO1 binding to a labelled peptide, TR-FRET, 1 h. inhibition, % at 20 µM. 360,000 tested, 0.33% active. AID 602429; in the data active = inhibition above about 37%
Target sequence (P63165 whole entry, looked up): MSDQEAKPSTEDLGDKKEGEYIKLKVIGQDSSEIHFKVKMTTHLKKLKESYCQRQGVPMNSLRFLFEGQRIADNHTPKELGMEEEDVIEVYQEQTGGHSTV
Rin1-Abl PPI inh: inhibitors of human Rin1-Abl protein interaction; TR-FRET Rin1/Abl binding, biochemical; inhibition, % at 7.35 µM; 360,000 tested, 0.4% active; P00519+Q13671; AID 588664; in the data active = inhibition above about 5%, passing the limit was not always enough
CSN deneddyl inh: inhibitors of human CSN-mediated cullin deneddylation | 360,000 tested, 0.38% active | Q92905 | Purified CSN, SCF-Nedd8-OG deneddylation, fluorescence polarization | inhibition, % at 12.5 µM;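 active = pattern-corrected inhibition above about 35%, with an unprinted fluorescence ratio check between 0.5 and 1.5, limit read from the data, passing the limit was not always enough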;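 note: 0% = enzyme with substrate and 100% = substrate without enzyme; some results filed as inactive read as strong as hits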
Target sequence (Q92905 whole entry, looked up, one chain of several): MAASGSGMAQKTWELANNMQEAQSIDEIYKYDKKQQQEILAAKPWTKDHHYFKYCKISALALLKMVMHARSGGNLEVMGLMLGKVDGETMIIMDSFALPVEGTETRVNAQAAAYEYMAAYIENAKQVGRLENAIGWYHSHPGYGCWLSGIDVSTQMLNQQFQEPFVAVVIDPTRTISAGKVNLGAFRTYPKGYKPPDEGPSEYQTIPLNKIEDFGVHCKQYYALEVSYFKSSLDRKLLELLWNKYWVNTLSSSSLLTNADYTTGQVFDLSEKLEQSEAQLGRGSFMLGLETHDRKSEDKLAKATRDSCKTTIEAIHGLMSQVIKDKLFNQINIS
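Assay system: HEK293T-derived human Csn5 enzyme; quantity: 0.24 nM enzyme; medium: Tris/NaCl/DTT buffer, pH 7.5; also added: substrate SCFSkp2-Nedd8OG, 10 nM; doses: 12.5 µM compound; schedule: 90 min reaction at room temperature; signal: FP; read-out: % inhibition of substrate cleavage by Csn5; benchmarks: substrate-only high control, full reaction low control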
STEP block: STEP (human) phosphatase inhibition; 360,000 tested, 0.25% active; P54829; recombinant STEP, OMFP fluorogenic substrate, fluorescence; inhibition, % at 20 µM;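 active = inhibition at 20 µM, scaled per plate between control wells, above about 37%, limit read from the data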;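 note: 0% = DMSO with enzyme and substrate and 100% = substrate only without enzyme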
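System: isolated STEP enzyme; schedule: 20 min enzyme reaction at room temperature, protected from light; medium: Bis-Tris buffer pH 6.0, 2.5 mM DTT, 0.005% Tween 20; signal: fluorescence, 480/540 nm; dosing: single compound dose of 20 µM, 1% DMSO final; also added: OMFP substrate, 25 µM final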
Rpn11 inh: inhibitors of human proteasome Rpn11; O00487; human 26S proteasome, Ub4-pepOG fluorescence polarization; 20S core pre-blocked with epoxomicin; calls only at 20 µM; 360,000 tested, 0.59% active; AID 588493;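 active = inhibition at 20 µM, scaled to each plate's controls, above about 33%, limit read from the data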
DNMT1 inh: inhibitors of human DNMT1; P26358; DNMT1 molecular beacon, Hinp1I cleavage, fluorescence; 360,000 tested, 0.83% active; inhibition (reported as % activation of signal), % at 10 µM; in the data active = inhibition above about 50%
Scp1 inh: inhibitors of human Scp-1 phosphatase. Q9GZU7. Recombinant Scp1, phosphopeptide, malachite green phosphate absorbance. inhibition, % at 20 µM. 340,000 tested, 0.88% active;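 active = inhibition above about 50% at 20 µM, limit read from the data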;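 note: plate controls were DMSO wells with enzyme for no effect and wells lacking enzyme for full effect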
Target sequence (Q9GZU7 76-261 limits assumed): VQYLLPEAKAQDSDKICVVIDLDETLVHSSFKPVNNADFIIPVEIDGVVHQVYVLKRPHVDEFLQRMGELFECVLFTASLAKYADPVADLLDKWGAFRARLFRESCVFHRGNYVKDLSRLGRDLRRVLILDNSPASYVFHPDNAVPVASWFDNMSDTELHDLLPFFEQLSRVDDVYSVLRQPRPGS
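Times: enzyme reaction 45 min at room temperature, colour 5 min, stabilisation 30 min. Material: SCP-1 catalytic fragment, aa 76-261. Medium: Acidic Tris acetate buffer with magnesium and detergent. Signal: colorimetric free-phosphate detection, absorbance 630 nm. Read-out basis: % inhibition of SCP-1 phosphate liberation. Reagent: Phosphorylated 17-residue peptide substrate.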
Neddyl block: cullin neddylation inhibition. TR-FRET cullin neddylation, biochemical. calls only at 25 µM. 360,000 tested, 0.58% active. AID 651699; in the data active = inhibition above about 36%
* marks the source's active call; other numbers are inactive results; i = inactive; nt = no result given. Not a hit list, and some 3.8% of all compounds hit somewhere here.

1) COc1cc(-c2cc(=O)c3c(O)c(OC)c(OC)c(O)c3o2)ccc1O
2) O=C(OCC(=O)N1CCCC1)c1ccc(O)cc1
3) CNc1cncc(-c2cccc(NS(C)(=O)=O)c2)n1
4) Cc1ccc(C)c(Cn2cnc3c(cnn3C(C)(C)C)c2=O)c1
5) COc1ccc(C(=O)Nc2cccc(-c3ccc4nncn4n3)c2)cc1OC
6) Nc1nnc(SCc2ccc3c(c2)OCO3)s1
7) CCc1nc2ccc(C(=O)N(C)CCCN(C)C)cn2c1N(C)Cc1cc2ccccc2s1
8) Cn1nc(C(=O)N2CCN(c3ccccn3)CC2)c2ccccc2c1=O

Compound | 1 | 2 | 3 | 4 | 5 | 6 | 7 | 8
LMPTP block | 4.2 | 0.2 | -1.7 | 0.7 | 0.3 | -0.3 | 0.5 | 0.6
NadD inh | 6 | -2 | -1 | -2 | -1 | 3 | -7 | 2
SUMO1-SIM PPI | -8 | 5 | -10 | -1 | -13 | 3 | -1 | 3
Rin1-Abl PPI inh | 8 | 1 | -7 | 0 | -3 | -1 | 2 | 5
CSN deneddyl inh | 8 | 6 | 2 | -7 | -1 | 2 | 2 | 6
STEP block | 5 | -3 | -4 | 6 | -1 | 3 | 2 | -1
Rpn11 inh | i | i | i | i | i | i | i | i
DNMT1 inh | 0 | -1 | -1 | -1 | -4 | 4 | 0 | 1
Scp1 inh | -1 | 6 | nt | 0 | -8 | 2 | nt | -1
Neddyl block | i | i | nt | i | i | i | i | i

The list goes on, overlapping the part above by 4 compounds.
5) COc1ccc(C(=O)Nc2cccc(-c3ccc4nncn4n3)c2)cc1OC
6) Nc1nnc(SCc2ccc3c(c2)OCO3)s1
7) CCc1nc2ccc(C(=O)N(C)CCCN(C)C)cn2c1N(C)Cc1cc2ccccc2s1
8) Cn1nc(C(=O)N2CCN(c3ccccn3)CC2)c2ccccc2c1=O
9) COc1cc2c(c(OC)c1OC)-c1ccc(NCc3ccccc3)c(=O)cc1C(NC(C)=O)CC2 (configuration not stated)
10) CCOC(=O)C1(Cc2ccc(OC)cc2)CCN(C(=O)c2sc(C)nc2C)CC1
11) CCCc1cc(=O)[nH]c(SCC(=O)NC2CC2)n1
12) Cc1ccc(O)c(C(=O)c2cnn(-c3ccc(S(=O)(=O)N4CCOCC4)cc3[N+](=O)[O-])c2)c1
13) COc1cc(CCC(=O)NNC(=O)c2cccc(Cl)c2)cc(OC)c1OC
14) Cc1cccc(OCc2ccc(C(=O)N3CCOCC3)o2)c1
15) O=C(CCN1C(=O)/C(=C/c2ccccc2Cl)SC1=S)NCCCN1CCOCC1
16) Cc1cc(Br)ccc1OCCn1ccnc1

Compound | 5 | 6 | 7 | 8 | 9 | 10 | 11 | 12 | 13 | 14 | 15 | 16
LMPTP block | 0.3 | -0.3 | 0.5 | 0.6 | -0.7 | -1.9 | 3.9 | 2.2 | 0.3 | -1.0 | 1.2 | 0.1
NadD inh | -1 | 3 | -7 | 2 | 1 | 5 | 4 | 2 | 1 | 1 | -5 | -1
SUMO1-SIM PPI | -13 | 3 | -1 | 3 | -25 | 3 | -3 | -8 | 0 | 4 | -41 | 1
Rin1-Abl PPI inh | -3 | -1 | 2 | 5 | -1 | 4 | 4 | -4 | 0 | 3 | 4 | 3
CSN deneddyl inh | -1 | 2 | 2 | 6 | 2 | -4 | 2 | 1 | 2 | 2 | -1 | -7
STEP block | -1 | 3 | 2 | -1 | -2 | -2 | -3 | 0 | 0 | -2 | -2 | 1
Rpn11 inh | i | i | i | i | i | i | i | i | i | i | i | i
DNMT1 inh | -4 | 4 | 0 | 1 | -2 | 6 | 2 | 0 | -1 | 1 | -1 | 2
Scp1 inh | -8 | 2 | nt | -1 | nt | -2 | 3 | -8 | -5 | -7 | -5 | -7
Neddyl block | i | i | i | i | i | i | i | i | i | i | i | i

17) COc1cc(NC(=O)C(F)(F)F)cc(OC)c1
18) CN(c1ccc(C(=O)NCc2cccs2)cc1)S(=O)(=O)c1ccccc1
19) Cc1ccc2nc(/C(C#N)=C\c3cc(O)ccc3[N+](=O)[O-])[nH]c2c1
20) CCOc1ccc(CCN2C(=O)C(=O)N([C@@H](CC(C)C)CN3CCC[C@H]3CN3C(=O)C(=O)NC[C@@H]3Cc3ccccc3)C[C@@H]2CC(C)C)cc1
21) C=CCn1c(=O)/c(=C\c2ccsc2)s/c1=C(/C#N)C(=O)NCCN1CCOCC1
22) O=C1NC[C@@H](Cc2ccc(O)cc2)N(CCc2cc(C(F)(F)F)cc(C(F)(F)F)c2)C1=O
23) O=C(NCc1ccncc1)Nc1ccccc1
24) O=C1/C(=C/c2ccccc2[N+](=O)[O-])COc2ccccc21

Compound | 17 | 18 | 19 | 20 | 21 | 22 | 23 | 24
LMPTP block | -1.0 | 1.0 | 0.4 | 0.6 | -0.2 | 4.4 | -1.9 | 0.8
NadD inh | 0 | 1 | 1 | 28 | -5 | 8 | 4 | -11
SUMO1-SIM PPI | 2 | 9 | -7 | 9 | -27 | 67* | 5 | 5
Rin1-Abl PPI inh | 0 | 1 | 4 | nt | -5 | nt | 54* | -1
CSN deneddyl inh | -3 | 5 | -10 | 1 | 5 | 98* | -2 | 16
STEP block | 0 | 3 | -1 | nt | -7 | nt | -2 | 2
Rpn11 inh | i | i | i | nt | i | nt | i | i
DNMT1 inh | -1 | -3 | -10 | nt | -2 | nt | 0 | 1
Scp1 inh | -11 | -6 | 1 | nt | -2 | nt | -3 | -7
Neddyl block | i | i | i | i | i | i | i | i

25) CC1CC(c2ccccc2)NS(=O)(=O)O1 (configuration not stated)
26) COc1ccc(NC(=O)c2nc[nH]c2C(=O)N(C)CCO)cc1
27) Cc1ccc(SCCC(=O)Nc2ccc(OCc3ccccc3)cc2)cc1
28) COc1ccccc1NC(=O)CN(c1ccc(C23CC4CC(CC(C4)C2)C3)cc1)S(C)(=O)=O
29) COCCNC(=O)c1ccc2c(c1)nc(C)n2-c1cc(OC)c(OC)c(OC)c1
30) O=C(O)c1cc(S(=O)(=O)N2CCCc3ccccc32)ccc1Cl
31) C[C@@H]1CN([C@H](C)CO)C(=O)CCCn2nncc2CO[C@@H]1CN(C)S(=O)(=O)c1ccc(C#N)cc1
32) CCN(CC)C1CCN(Cc2c(C(=O)N3CCCCCCC3)nc3ccc(Cl)cn23)C1 (configuration not stated)

Compound | 25 | 26 | 27 | 28 | 29 | 30 | 31 | 32
LMPTP block | -1.6 | -0.8 | -2.2 | 4.4 | -1.8 | -0.6 | -1.8 | 0.5
NadD inh | -3 | 6 | 3 | 8 | 5 | -5 | 3 | -5
SUMO1-SIM PPI | 5 | 2 | 3 | -1 | 2 | 4 | 2 | -5
Rin1-Abl PPI inh | 1 | 1 | -3 | 0 | -1 | 4 | 1 | 2
CSN deneddyl inh | -3 | 7 | -4 | -4 | 0 | 3 | -3 | 1
STEP block | -3 | 0 | -5 | -2 | -8 | 1 | -2 | -1
Rpn11 inh | i | i | i | i | i | i | i | i
DNMT1 inh | 1 | 6 | 1 | -12 | 2 | 3 | 5 | 0
Scp1 inh | -4 | nt | -2 | -11 | -3 | -2 | nt | -6
Neddyl block | i | i | i | i | i | i | i | i

33) COc1cc(OC)cc(C(=O)NNC(=O)C2CCC2)c1
34) CC(C(=O)NCC1CCCCC1)N(C)Cc1ccc(Cl)cc1 (configuration not stated)
35) CCN(C(=O)CSc1nnc(C)n1-c1cccc(C)c1)C1CCS(=O)(=O)C1 (configuration not stated)
36) CCCn1nc(C(=O)Nc2ccc3c(c2)OCCO3)c2ccccc2c1=O
37) CC1=C(C)C(=O)OC(C(C)C2CCC3C4CC=C5CC(OC6OC(COC7OC(CO)C(O)C(O)C7O)C(O)C(O)C6O)CC(O)C5(C)C4CCC23C)C1 (configuration not stated)
38) Cc1ccc(Cc2c(-c3ccc(F)cc3)nc3ccc(Cl)cn23)cc1
39) COc1cc(NC(=O)CN(C)CCOc2ccccc2)c(C)cc1[N+](=O)[O-]
40) COc1ccc(S(=O)(=O)NCCN2CCOCC2)cc1Br

Compound | 33 | 34 | 35 | 36 | 37 | 38 | 39 | 40
LMPTP block | -1.9 | -1.1 | -1.9 | 0.5 | 0.1 | 2.1 | 1.2 | -1.5
NadD inh | -3 | -4 | -5 | -4 | -7 | -2 | -2 | 5
SUMO1-SIM PPI | 2 | 0 | 3 | -1 | 6 | 4 | -9 | 2
Rin1-Abl PPI inh | -1 | -2 | 3 | 1 | 2 | -3 | -3 | 1
CSN deneddyl inh | 4 | -7 | 3 | -2 | 2 | -1 | -1 | 0
STEP block | 0 | 6 | 4 | 5 | 3 | 1 | 2 | 0
Rpn11 inh | i | i | i | i | i | i | i | i
DNMT1 inh | 7 | 2 | -1 | -2 | -6 | 2 | -1 | 0
Scp1 inh | nt | -12 | -6 | -8 | 10 | nt | 2 | 3
Neddyl block | i | i | i | i | i | i | i | i

41) O=C(O)/C=C/C(=O)NNC(=O)c1ccccc1Br
42) CC1(C)CC(=O)C(C=NCCN2CCN(C3CC(=O)N(c4ccc(F)cc4)C3=O)CC2)=C(O)C1 (configuration not stated)
43) CC1Cc2cc(S(=O)(=O)NCCc3ccccc3)ccc2N1C(=O)C1CC1 (configuration not stated)
44) COc1cccc(NC(=O)CN2C(=O)C3(OCCCO3)c3ccccc32)c1

Compound | 41 | 42 | 43 | 44
LMPTP block | -1.8 | -1.6 | -1.0 | -0.6
NadD inh | 7 | -1 | -9 | -9
SUMO1-SIM PPI | -1 | -2 | 1 | -1
Rin1-Abl PPI inh | -3 | -1 | -2 | 2
CSN deneddyl inh | -3 | -6 | 1 | 4
STEP block | -4 | 5 | 1 | 2
Rpn11 inh | i | i | i | i
DNMT1 inh | -2 | 0 | -4 | -6
Scp1 inh | -3 | -5 | -10 | -13
Neddyl block | i | i | i | i

2 records picked at random from those above, as already listed:
43) CC1Cc2cc(S(=O)(=O)NCCc3ccccc3)ccc2N1C(=O)C1CC1 (configuration not stated)
44) COc1cccc(NC(=O)CN2C(=O)C3(OCCCO3)c3ccccc32)c1

Compound | 43 | 44
LMPTP block | -1.0 | -0.6
NadD inh | -9 | -9
SUMO1-SIM PPI | 1 | -1
Rin1-Abl PPI inh | -2 | 2
CSN deneddyl inh | 1 | 4
STEP block | 1 | 2
Rpn11 inh | i | i
DNMT1 inh | -4 | -6
Scp1 inh | -10 | -13
Neddyl block | i | i
